MgcRacGAP inhibition = MgcRacGAP GTPase-activating activity inhibitors, confirmation, biochemical, ADP Hunter fluorescence; MgcRacGAP-stimulated Rac1 GTP hydrolysis, ADP Hunter fluorescence; higher % means a stronger effect; GST-tagged Rac1 F28L mutant substrate; inhibition, % at 30 µM, or IC50 in µM where a hit was titrated; 0.6% of 340,000 active; AID 624330;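 active = first-screen hits whose inhibition reached a set limit at any dose in the follow-up dose series; inconclusive = inhibition above the set first-screen limit but never retested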;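 note: fluorescence reports GDP produced by GAP-driven GTP hydrolysis; strong numbers were not always called active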
Dengue-2 NS5 capping = flavivirus cap methylation enzyme inhibition – biochemical, confirmation dose response, primary screen (AID 588689) | 0.3% of 340,000 active | Dengue-2 NS5 methyltransferase capping enzyme assay, biochemical; higher % means a stronger effect | inhibition, % at 25 µM, or IC50 in µM where a hit was titrated; in the data active = a potency from the dose series; inconclusive = inhibition above about 29% without an active follow-up result
AID2073 = inhibitors of Mint1-CaV2.2 protein interaction, biochemical, HTRF (AID 2073) | HTRF protein-protein interaction, Mint1-CaV2.2; higher % means a stronger effect | inhibition, % at 20 µM, or IC50 in µM where a hit was titrated | 0.19% of 290,000 active; in the data active = inhibition mostly above about 51%, no sharp cut-off; inconclusive = no clear call, values can overlap the other calls; inactive = mostly below about 53%; note: some results filed as inactive read as strong as hits
RSV antiviral HEp-2 = RSV antiviral activity via CPE protection, HEp-2 cells, primary 10 µM value included (AID 2391); HEp-2 cells, RSV-induced CPE inhibition; higher % means a stronger effect; CPE inhibition, % at 10 µM, or IC50 in µM where a hit was titrated; 0.13% of 310,000 active; in the data active = a potency from the dose series; inconclusive = CPE inhibition mostly from about 23% at the one dose, without a potency; inactive = the rest, 99 in 100 with CPE inhibition below about 21%; note: strong numbers were not always called active
Large T inhibition = TAg ATPase/helicase activity blockers – biochemical (AID 1903); inhibition, % at 20 µM, or IC50 in µM where a hit was titrated; 0.39% of 310,000 active; SV40 large T antigen ATPase/helicase inhibition assay; higher % means a stronger effect; in the data active = a potency from the dose series; inconclusive = inhibition mostly from about 32% at the one dose, without a potency; inactive = the rest, 99 in 100 with inhibition below about 32%; note: strong numbers were not always called active
SIAH1 antagonists = blockers of Siah-1 interaction with plectin peptide – biochemical, fluorescence polarization, rhodamine-plectin, uHTS, primary screen (AID 1817) | Siah-1 / rhodamine-plectin peptide fluorescence polarization; higher % means a stronger effect | displacement, % at 20 µM, or IC50 in µM where a hit was titrated | 0.02% of 290,000 active;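 active = displacement of at least 50% at 20 µM, with a fluorescence ratio check between 0.3 and a set limit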;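 note: plate controls were Siah plus tracer with DMSO for no effect and tracer alone without Siah for full effect; strong numbers were not always called active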
NTR1 ag = agonists of NTR1, primary screen, imaging, U2OS cells, beta-arrestin-GFP, high content (AID 493036). P30989. NTR1-U2OS beta-arrestin-GFP spot imaging, agonist mode. activation, % at 20 µM. 0.17% of 330,000 active;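 active = activation at or above 40% of the spot to cytoplasm intensity ratio, with at least 20 cells analyzed; inconclusive = wells under 20 cells, flagged as cytotoxic or low count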;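 note: 0% = DMSO without peptide and 100% = 100 nM NTR1 peptide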
Target sequence (P30989 whole entry, looked up): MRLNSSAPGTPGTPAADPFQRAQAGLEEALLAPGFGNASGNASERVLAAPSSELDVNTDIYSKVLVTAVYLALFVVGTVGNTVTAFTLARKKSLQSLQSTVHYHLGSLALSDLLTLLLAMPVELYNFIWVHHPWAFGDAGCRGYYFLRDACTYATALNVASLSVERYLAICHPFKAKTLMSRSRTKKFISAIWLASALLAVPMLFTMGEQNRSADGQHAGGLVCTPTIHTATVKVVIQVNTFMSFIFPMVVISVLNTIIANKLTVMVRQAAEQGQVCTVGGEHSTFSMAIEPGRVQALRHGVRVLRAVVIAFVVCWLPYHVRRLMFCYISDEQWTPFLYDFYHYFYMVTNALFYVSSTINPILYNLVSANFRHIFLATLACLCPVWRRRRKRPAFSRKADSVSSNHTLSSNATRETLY
UTI89 phage lysis = inhibition of K1F phage lysis, E. coli UTI89, bacterial capsule biogenesis inhibitors, alamar blue (AID 488966); E. coli UTI89 K1F phage lysis, alamar blue, 2 h; higher % means a stronger effect; inhibition, % at 100 µM; hits with a dose series show IC50 in µM; 0.02% of 340,000 active;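 active = phage lysis inhibition, versus mean bacterial control, above a set limit; inconclusive = no clear call, values can overlap the other calls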;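 note: capsule biogenesis inhibitors block K1F phage lysis so surviving cells raise fluorescence; higher fluorescence means more inhibition of phage lysis; actives were called in the ten point dose series up to 300 µM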
West Nile virus CPE = West Nile virus antiviral activity, cell-based, CPE readout (AID 1621). West Nile virus-infected cells, CPE inhibition; higher % means a stronger effect. one-dose CPE inhibition, % at 10 µM; IC50 in µM for titrated hits. 0.02% of 290,000 active; in the data active = a potency from the dose series; inconclusive = CPE inhibition mostly from about 3.7% at the one dose, without a potency; inactive = the rest, 99 in 100 with CPE inhibition below about 2.2%; note: strong numbers were not always called active
NTR1 ag cell count 20 µM = second read-out of NTR1 ag, no call of its own (marks repeat the call); cell count; measured here: cell count, cytotoxicity flag
Dengue-2 NS5 capping pilot replicate = second read-out of Dengue-2 NS5 capping, no call of its own (marks repeat the call); inhibition, %; measured here: pilot screen replicate inhibition
Active calls of the source: *; i = inactive; ? = inconclusive; . = not tested or not shown; [ ] = dose if it differs, or a comment.

Start of the data: the first 2 compounds, to show the layout:
SMILES	MgcRacGAP inhibition	Dengue-2 NS5 capping	AID2073	RSV antiviral HEp-2	Large T inhibition	SIAH1 antagonists	NTR1 ag	NTR1 ag cell count 20 µM	UTI89 phage lysis	West Nile virus CPE	others
COc1ccc(Nc2nc(Cl)nc(Nc3ccc(OC)cc3OC)n2)c(OC)c1	.	.	11.3%	-0.9%	6.7%	5.1%	8.0	26	.	-0.6%
COc1ccc(CC2(CO)CCN(C(=O)NCc3ccccc3)CC2)cc1	2.7%	3.6%	32.1%	0.9%	10.3%	1.1%	0.2	42	-2.3%	-1.0%

This part in full (from the top)
SMILES	MgcRacGAP inhibition	Dengue-2 NS5 capping	AID2073	RSV antiviral HEp-2	Large T inhibition	SIAH1 antagonists	NTR1 ag	NTR1 ag cell count 20 µM	UTI89 phage lysis	West Nile virus CPE	others
COc1ccc(Nc2nc(Cl)nc(Nc3ccc(OC)cc3OC)n2)c(OC)c1	.	.	11.3%	-0.9%	6.7%	5.1%	8.0	26	.	-0.6%
COc1ccc(CC2(CO)CCN(C(=O)NCc3ccccc3)CC2)cc1	2.7%	3.6%	32.1%	0.9%	10.3%	1.1%	0.2	42	-2.3%	-1.0%
CCOC(=O)C1CCN(C(=O)c2oc3ccc4c(c3c2C)C(O)CC2(CCCCC2)O4)CC1 (stereo not drawn)	9.4%	-2.6%	11.7%	18.1%	12.3%	-2.1%	2.4	65	0.0%	-0.9%
C=CCc1c(OC(C)=O)c2ccccc2n(C)c1=O	3.6%	-3.9%	2.3%	3.5%	11.4%	-4.3%	4.0	57	0.3%	0.1%
CCNC(=S)N1CCN(CCN=CC2=C(O)CC(c3cccs3)CC2=O)CC1 (stereo not drawn)	13.1%	-6.3%	-13.5%	1.6%	3.7%	1.1%	1.0	50	0.4%	-0.3%
CC(C)Cc1nn2c(=O)cc(CSCC(=O)Nc3ccccc3F)nc2s1	5.5%	-3.9%	13.2%	1.1%	3.4%	3.9%	-0.1	84	0.2%	0.1%
CCOc1ncccc1C(=O)N(CC)CC(=O)NCc1ccc(F)cc1	4.5%	-9.9%	2.3%	1.0%	19.1%	1.1%	0.5	61	0.3%	-0.2%
Cc1ccc(-n2c(SCC(=O)N3CCCCC3)nc(O)c(Cc3ccccc3)c2=O)cc1	9.9%	-7.2%	10.7%	11.7%	.	-4.3%	0.7	70	-1.5%	0.1%
C#CCSc1nnc(-c2ccc(O)cc2)o1	6.6%	.	-6.1%	0.2%	5.8%	-2.7%	-1.0	94	0.1%	-0.1%
Clc1ccccc1OCCCCN1CCNCC1	?	-4.3%	4.9%	-0.9%	0.0%	1.0%	1.8	71	0.7%	0.5%
Cc1ccc(NS(=O)(=O)c2ccc3[nH]c(=O)oc3c2)cc1Cl	6.6%	-7.4%	.	3.3%	.	.	4.1	61	0.3%[50 µM]	.
Nc1nc2c(ncn2[C@H]2C[C@H](O)[C@@H](CO)O2)c(=O)[nH]1	3.7%	5.1%	.	0.2%	18.9%	.	0.5	68	3.9%	.
CCCCC(=O)Nc1sc2c(c1C(=O)OCC)CCC(C=O)=C2Cl	-4.7%	-4.1%	-19.4%	-2.8%	8.4%	2.7%	19.6	64	0.3%	2.8%
O=C(O)c1cccc(NS(=O)(=O)/C=C/c2ccccc2)c1	6.9%	-6.2%	-3.1%	0.7%	20.3%	2.0%	-0.8	93	0.3%	0.0%	Dengue-2 NS5 capping pilot replicate=3.0
Cc1noc(/C=C/c2ccc(-c3ccccc3Cl)o2)c1[N+](=O)[O-]	-0.8%	?	20.3%	0.1%	13.2%	1.2%	-0.8	36	0.1%	0.0%
CCOC(=O)Cc1csc(NC(=O)c2ccc(Cl)nc2)n1	5.1%	-25.8%	15.6%	3.6%	11.2%	-1.2%	2.1	66	i	0.8%
Cc1ccc(S(=O)(=O)NN2C(=O)/C(=C/c3cccc(F)c3)SC2=S)cc1	2.7%	27.2µM*	4.8%	2.0%	19.6%	-2.9%	4.5	98	1.4%	1.8%
Cc1ccc(-n2cc(CNC(C)c3cnn(C)c3)c(-c3ccc(F)cc3)n2)cc1 (stereo not drawn)	8.5%	-6.4%	5.2%	0.6%	4.5%	-3.4%	-0.2	84	0.1%	-1.7%
CC1SC(c2ccc(Cl)cc2Cl)NC1=O (stereo not drawn)	0.2%	-13.6%	6.8%	8.2%	9.7%	4.2%	2.4	64	-2.5%	-0.1%
C=CCSc1nc2sc3c(c2c(=O)n1-c1ccc(C)cc1)CCN(C)C3	5.5%	-9.1%	3.5%	1.1%	11.6%	-0.2%	5.4	84	-0.3%[50 µM]	-0.8%
CCCCOc1ccc(NS(=O)(=O)c2ccc(-n3cnnn3)cc2)cc1	9.9%	-2.6%	8.3%	16.9%	-2.6%	1.5%	-0.7	44	0.1%	-0.1%
Cc1cccc(/C=N/NC(=O)C(C)Nc2cccc3ccccc23)n1 (stereo not drawn)	8.7%	?	-8.3%	1.3%	11.9%	4.7%	0.6	57	6.0%	0.7%
CCN(CC)c1ccc2cc(C=O)c(=O)oc2c1	3.8%	?	-0.9%	2.7%	8.8%	1.7%	0.6	49	-4.0%	-0.5%
COCCCNC(=O)CN(c1cc(C(F)(F)F)ccc1Cl)S(C)(=O)=O	4.8%	-10.2%	7.7%	0.5%	8.2%	-4.6%	-0.5	39	0.4%	0.1%
Nc1ncc(-c2ccc([N+](=O)[O-])cc2)cn1	-0.7%	-2.6%	-17.2%	13.6%	4.9%	1.3%	-1.2	52	0.0%	-0.3%

New compounds follow
SMILES	MgcRacGAP inhibition	Dengue-2 NS5 capping	AID2073	RSV antiviral HEp-2	Large T inhibition	SIAH1 antagonists	NTR1 ag	NTR1 ag cell count 20 µM	UTI89 phage lysis	West Nile virus CPE	others
COc1ccc(NC(=O)CS(=O)CC(=O)Nc2cccnc2)cc1 (stereo not drawn)	4.6%	-14.1%	0.9%	1.2%	3.2%	-1.2%	-0.9	51	-0.3%	0.4%
Cc1ccc(Cn2c(CCNc3nc(-c4ccc(Cl)c([N+](=O)[O-])c4)cs3)nc3cc(C(=O)NCCCO)ccc32)cc1	-8.1%	-11.4%	.	2.1%	7.7%	.	1.0	90	2.6%	2.8%
CN(C(=O)CSc1nc(-c2ccc(C(C)(C)C)cc2)c(C#N)c(=O)[nH]1)C1CCCCC1	12.1%	8.9%	11.0%	?	?	9.3%	6.8	69	-0.7%	0.0%
O=C(c1ccco1)N1CCN(C(=O)c2cc(Cl)nc3ccccc23)CC1	4.3%	-1.5%	.	0.6%	11.6%	.	1.1	59	0.8%[50 µM]	.
CCN(CC)CCNc1nc(-c2ccc(OC(F)F)cc2)c(C)s1	3.2%	-10.3%	1.5%	-3.2%	6.8%	-2.4%	0.1	48	1.3%	0.3%
CS(=O)(=O)N1CCN(c2ccccc2NC(=O)Cc2ccccc2)CC1	3.4%	-6.9%	-3.6%	-0.3%	6.0%	-3.4%	-0.1	51	7.1%	-0.1%
COc1ccc(NS(=O)(=O)c2csc(C(=O)N3CCCC3)c2)c(OC)c1	13.1%	-6.2%	12.6%	1.6%	14.5%	3.3%	-1.2	61	0.1%	-0.5%
CCN(CC(=O)NCc1ccc(F)cc1)S(=O)(=O)c1ccc(C)cc1	7.9%	1.3%	0.1%	1.2%	4.1%	1.2%	-0.5	66	0.1%	-0.8%
O=C1c2ccccc2C(=O)N1CSc1nnc(Nc2ccccc2F)s1	5.5%	-6.7%	4.4%	-0.1%	25.5%	-6.9%	0.0	75	0.7%[50 µM]	-0.5%
O=C1NC2(CCCCCC2)C(=O)N1Cc1ccc(Br)cc1	-12.6%	-4.5%	5.4%	0.2%	0.2%	11.4%	2.1	67	1.3%[50 µM]	-1.1%
O=S(=O)(Nc1ccc(-c2cn3cccnc3n2)cc1)c1ccccc1	.	.	23.2%	0.0%	13.2%	-3.4%	0.4	39	.	-0.8%
CCOC(=O)Cc1csc(NC(=O)Cc2ccccc2)n1	2.9%	1.5%	17.9%	2.0%	14.8%	3.4%	0.3	47	0.2%	-0.1%
O=C(NCc1nc(-c2ccc(C(F)(F)F)cc2)no1)Nc1ccc(F)cc1F	7.8%	-11.5%	14.2%	.	18.4%	12.8%	-1.1	46	-0.1%	-0.1%
O=C(c1sc(N2CCOCC2)nc1-c1ccccc1)N1CCCCC1	6.1%	-0.7%	4.2%	0.3%	4.0%	-1.1%	0.7	49	2.1%	-0.6%
O=C1c2ccccc2C(=O)N1c1ccc(Br)c2cccnc12	10.5%	-3.6%	13.7%	0.8%	0.6%	-4.2%	-0.2	76	0.1%	0.0%
CCOc1ncccc1C(=O)Nc1cc(C(F)(F)F)ccc1N1CCOCC1	-3.8%	-12.6%	.	0.9%	.	.	1.3	59	-0.1%[50 µM]	.
COc1ccc(CNC(=O)CCCn2ncn3c(cc4occc43)c2=O)cc1	8.8%	-15.1%	18.5%	6.1%	3.5%	-3.6%	1.6	70	0.8%	-1.2%
CCCN(CCC)C(=O)c1ccc2c(c1)OCO2	5.6%	3.2%	3.4%	-0.2%	9.0%	3.9%	-1.1	71	0.6%	-0.1%
O=C(N/C(=C/c1cccc([N+](=O)[O-])c1)C(=O)N1CCOCC1)c1ccccc1Br	2.8%	-4.2%	18.7%	4.0%	2.3%	-4.4%	-1.0	68	0.2%	-0.6%
Clc1ccc(OCc2nc(-c3ccncc3)no2)cc1	7.1%	0.0%	4.0%	17.3%	4.7%	0.4%	-0.4	43	0.1%	-0.1%
CN1CCN(C(=O)c2ccc3c(c2)S(=O)(=O)c2ccccc2C3=O)CC1	10.5%	-13.2%	-0.9%	-0.3%	7.7%	3.3%	-1.8	90	0.2%	-0.5%
O=C(c1cc(Br)c(Br)s1)N1CCN(C/C=C/c2ccccc2)CC1	3.2%	2.9%	1.1%	?	9.3%	3.7%	-0.7	85	4.5%	-0.6%
COc1cccc(NC(=S)NC(=O)/C=C/c2ccco2)c1	9.6%	-17.4%	-12.6%	-1.8%	13.9%	-4.2%	-0.8	76	-2.3%	-0.8%
O=[N+]([O-])c1ccccc1S(=O)(=O)Nc1ccc(-c2ccc(N3CCOCC3)nn2)cc1	1.3%	-7.9%	.	-1.5%	10.2%	.	-0.2	64	-0.1%[50 µM]	.
O=C(Nc1ccccc1)N1CCc2c([nH]c3ccccc23)C1C(F)(F)F (stereo not drawn)	-8.6%	-3.1%	-0.8%	.	7.4%	12.3%	1.2	46	-2.1%	-1.0%
N#Cc1cccc(Nc2c3c(nc4ccccc24)CCC3)c1	8.8%	-2.7%	10.8%	5.5%	4.4%	4.3%	2.7	100	0.4%	-1.3%
CCOc1cc(-c2noc(CCCC(N)=O)n2)cc(Br)c1OC	2.4%	-12.9%	3.4%	2.5%	4.5%	1.8%	-1.2	86	0.8%	0.0%
